WT yeast gro inh = growth inhibition of WT yeast, mitochondrial fusion screen; 190,000 compounds, 2.1% hits; mitochondrial fusion phenotypic screen, WT strain; inhibition, % at 10 µM; in the data active = inhibition above about 58%; tested in S. cerevisiae
K1F lysis inhibition = inhibition of K1F phage lysis, E. coli UTI89, bacterial capsule biogenesis inhibitors, alamar blue (AID 488966) | inhibition, % at 100 µM; hits with a dose series show IC50 in µM | E. coli UTI89 K1F phage lysis, alamar blue, 2 h; higher % means a stronger effect | 340,000 compounds, 0.02% hits;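 active = phage lysis inhibition, versus mean bacterial control, above a set limit; inconclusive = no clear call, values can overlap the other calls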;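 note: capsule biogenesis inhibitors block K1F phage lysis so surviving cells raise fluorescence; higher fluorescence means more inhibition of phage lysis; actives were called in the ten point dose series up to 300 µM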
XIAP antagonists = small molecules displacing peptide from XIAP – biochemical, IAP family, fluorescence polarization (AID 1018); XIAP BIR domain, fluorescence polarization peptide displacement; higher % means a stronger effect; displacement, % at 20 µM, or IC50 in µM where a hit was titrated; 200,000 compounds, 0.007% hits; in the data active = displacement above about 50%; note: a part of the inactive calls stands beside numbers as strong as those of hits
SV40 large T antigen = SV40 large T antigen inhibitors, biochemical (AID 1903); SV40 large T antigen ATPase/helicase inhibition assay; higher % means a stronger effect; inhibition, % at 20 µM; hits with a dose series show IC50 in µM; 310,000 compounds, 0.39% hits; in the data active = a potency from the dose series; inconclusive = inhibition mostly from about 32% at the one dose, without a potency; inactive = the rest, 99 in 100 with inhibition below about 32%; note: strong numbers were not always called active
Dengue-2 NS5 capping = flavivirus cap methylation enzyme inhibition – biochemical, confirmation dose response, primary screen (AID 588689); Dengue-2 NS5 methyltransferase capping enzyme assay, biochemical; higher % means a stronger effect; one-dose inhibition, % at 25 µM; IC50 in µM for titrated hits; 340,000 compounds, 0.3% hits; in the data active = a potency from the dose series; inconclusive = inhibition above about 29% without an active follow-up result
West Nile antiviral = West Nile virus antiviral activity, cell-based, CPE readout (AID 1621); one-dose CPE inhibition, % at 10 µM; IC50 in µM for titrated hits; West Nile virus-infected cells, CPE inhibition; higher % means a stronger effect; 290,000 compounds, 0.02% hits; in the data active = a potency from the dose series; inconclusive = CPE inhibition mostly from about 3.7% at the one dose, without a potency; inactive = the rest, 99 in 100 with CPE inhibition below about 2.2%; note: strong numbers were not always called active
RSV antiviral HEp-2 = inhibition of RSV-induced cytopathic effect – HEp-2 cells, primary 10 µM value included (AID 2391); HEp-2 cells, RSV-induced CPE inhibition; higher % means a stronger effect; CPE inhibition, % at 10 µM, or IC50 in µM where a hit was titrated; 310,000 compounds, 0.13% hits; in the data active = a potency from the dose series; inconclusive = CPE inhibition mostly from about 23% at the one dose, without a potency; inactive = the rest, 99 in 100 with CPE inhibition below about 21%; note: strong numbers were not always called active
ER stress rescue = protection against thapsigargin-triggered cell killing – 384-well, CSM14.1, ATP luminescence, primary screen (AID 1222); CSM14.1 thapsigargin-induced death rescue, ATP luminescence; higher % means a stronger effect; cellular ATP content (survival), % at 20 µM, or EC50 in µM where a hit was titrated; 190,000 tested, under 10 active;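 active = EC50 below 50 µM in the dose-response confirmation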;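 note: death triggered by thapsigargin at about 15 µM added after 2 h compound pretreatment; cell ATP read after overnight thapsigargin exposure of roughly 18 to 22 hours; normalized against plate controls of thapsigargin alone and 5% DMSO vehicle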
Yfh1-off respiration = enhancers of respiration in Yfh1-depleted yeast, dose response, Friedreich's ataxia, plus single-dose screen (AID 1465) | S. cerevisiae Yfh1-off respiration, WST-1 reduction, 72 h; higher fold induction means a stronger effect | 220,000 compounds, 0.074% hits | one-dose fold induction at 50 µM; EC50 in µM for titrated hits;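 active = fold induction of absorbance versus untreated yeast above a set limit, then at least 30% activation at any dose in follow-up; inconclusive = repeats straddling the limit, or above it without dose testing; inactive = fold induction below the set limit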;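 note: activators that raise dye reduction in frataxin-depleted yeast; strong numbers were not always called active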
WT yeast gro inh mutant strain = second read-out of WT yeast gro inh, no call of its own (marks repeat the call); inhibition, %; mitochondrial fusion phenotypic screen, mutant strain inhibition
* marks the source's active call; other numbers are inactive results; i = inactive; u = inconclusive; x = no result given; [ ] = remark or other dose.

entry	canonical_smiles	WT yeast gro inh	WT yeast gro inh mutant strain	K1F lysis inhibition	XIAP antagonists	SV40 large T antigen	Dengue-2 NS5 capping	West Nile antiviral	RSV antiviral HEp-2	ER stress rescue	Yfh1-off respiration
1	O=C(NCCN1CCN(c2ccccc2)CC1)C1CCN(S(=O)(=O)c2cccc3nonc23)CC1	-12.0	-0.5	0.4%	-7.8%	-1.4%	x	-0.2%	2.8%	-1.4%	i
2	CCCN1CCC(N(C)CCc2ccc(OC)c(OC)c2)CC1	5.6	-1.2	0.1%	-2.1%	-2.1%	2.1%	-0.4%	-1.9%	0.3%	i
3	C=CCc1cccc(CNc2ccc(S(=O)(=O)Nc3nccnc3OC)cc2)c1O	x	x	0.1%	x	-0.6%	-6.2%	0.1%	3.0%	x	x
4	O=C(CSc1nc(C2CC2)nc2ccccc12)Nc1cccc(O)c1	x	x	0.0%	x	2.9%	-1.6%	0.3%	0.2%	x	x
5	Nc1nc(Cl)cc(NCCc2ccccc2)n1	3.9	-11.1	x	-2.3%	4.6%	x	-0.8%	-2.9%	-0.9%	i
6	COc1cccc(=O)c2c(C)oc(C)c12	0.5	4.4	0.2%	-5.8%	-0.3%	6.9%	0.3%	0.1%	1.0%	i
7	Cc1ccc(/C=N/NC(=O)c2ccncc2)cc1	x	x	-0.2%	x	0.9%	-7.2%	0.4%	0.1%	x	x
8	O=C1NC(=Nc2ccccc2)S/C1=C/c1cccs1	4.2	22.0	-0.1%	-6.6%	5.1%	7.1%	0.7%	2.8%	-0.9%	i
9	CC(C)CN(C(=O)COC(=O)C1CC1)c1c(N)n(Cc2ccccc2)c(=O)[nH]c1=O	x	x	0.1%[50 µM]	x	17.3%	5.2%	x	-2.6%	x	x
10	CCOC(=O)N1CCN(C(=O)CNC(=O)c2nn(-c3ccc(OC)c(Cl)c3)c(=O)c3ccccc23)CC1	x	x	0.3%	x	6.9%	-0.9%	-0.4%	0.9%	x	x
11	CCCCn1c(CNC(=O)CC)nc2ccccc21	12.8	7.4	-1.0%	1.1%	2.0%	2.8%	-0.1%	2.5%	-3.4%	i
12	CN(C1CCCCC1)S(=O)(=O)c1ccc(NC(=O)Cn2nc(-c3ccc(F)cc3)ccc2=O)cc1	2.4	-20.9	-0.3%[50 µM]	1.2%	7.2%	-1.0%	0.6%	3.7%	22.5%	i
13	CSc1nc(C)cc(SCC(=O)Nc2ccccc2)n1	-21.5	-51.2	8.6%	-10.7%	5.2%	-1.4%	0.0%	1.0%	-2.6%	i
14	COc1ccc(S(=O)(=O)N2CCCCCC2)cc1C(=O)N(C)CC(=O)Nc1ccc(F)cc1	x	x	0.1%[50 µM]	x	6.0%	-10.9%	x	-0.6%	x	x
15	CCOP(=O)(OCC)C(Nc1ccccc1)c1cc(OC)ccc1OC (stereo not drawn)	-14.8	-1.3	0.5%	0.6%	4.9%	2.2%	-0.1%	2.9%	-3.2%	i
16	SC(COCc1ccccc1)CN1CCN(Cc2ccc3c(c2)OCO3)CC1 (stereo not drawn)	16.9	22.1	0.2%	-5.1%	2.5%	1.8%	-1.0%	0.2%	6.6%	i

Looked up above:
Result of entry 15 under SV40 large T antigen: 4.9%
Result of entry 9 under K1F lysis inhibition: 0.1%[50 µM]

Additional compounds
entry	canonical_smiles	WT yeast gro inh	WT yeast gro inh mutant strain	K1F lysis inhibition	XIAP antagonists	SV40 large T antigen	Dengue-2 NS5 capping	West Nile antiviral	RSV antiviral HEp-2	ER stress rescue	Yfh1-off respiration
17	CCC1CCCCN1CCCNC(=O)CCCOc1cc(=O)n(C)c2ccccc12 (stereo not drawn)	-0.4	-5.3	0.1%	-7.6%	-1.1%	-2.7%	-0.4%	1.4%	x	i
18	Cc1ccc(Cn2c(SCC(=O)NCC3CCCO3)nc3c(sc4ccccc43)c2=O)cc1 (stereo not drawn)	18.3	23.4	0.2%	-6.1%	1.9%	-8.2%	x	3.2%	-0.4%	x
19	Cc1c(C#N)c(N)nc2c3c(sc12)NC(=O)CC3c1ccc(F)cc1 (stereo not drawn)	-11.8	-14.2	-0.3%	-6.6%	6.9%	6.4%	-0.2%	1.7%	0.9%	i
20	CCCCn1c(N)c(N(CCC(C)C)C(=O)c2ccc(C)c(S(=O)(=O)N3CCOCC3)c2)c(=O)[nH]c1=O	x	x	0.0%[50 µM]	x	10.1%	5.9%	x	-0.2%	x	x
21	O=C(O)CN1C(=O)/C(=C\c2cccc(OCc3ccc(Cl)cc3Cl)c2)SC1=S	x	x	2.1%	x	33.0%	36µM*	2.5%	9.5%	x	x
22	O=C(OCn1nnc2ccccc2c1=O)C1CCN(S(=O)(=O)c2cccs2)CC1	-24.4	3.8	0.3%	-4.9%	5.1%	0.8%	0.1%	0.3%	-0.5%	i
23	Cc1ccc(CN2CC34C=CC(O3)C(C(=O)NCc3ccc5c(c3)OCO5)C4C2=O)cc1 (stereo not drawn)	-5.2	-6.7	0.5%	-2.8%	-2.5%	-10.5%	-0.7%	1.1%	0.9%	i
24	CC1CC2(C)Oc3ccccc3CC2C(C)C1CNCCCN(C)C (stereo not drawn)	9.1	15.6	0.6%	-7.5%	4.4%	-7.1%	-1.7%	-0.7%	-4.2%	i
25	CC12CCC(C(=O)Nc3c(Cl)cccc3Cl)(C(Br)C1=O)C2(C)C (stereo not drawn)	-11.1	0.6	2.8%	-6.1%	3.1%	-1.5%	-0.1%	1.0%	-4.8%	i
26	COc1ccc(N(CC(=O)Nc2ccc3c(c2)OCO3)S(=O)(=O)c2ccccc2)c(OC)c1	9.3	-5.1	-0.1%	-7.1%	-0.6%	-1.6%	0.7%	16.5%	1.0%	i
27	O=C(NC(Cc1ccccc1)C(=O)O)C1CCCCC1 (stereo not drawn)	-10.6	15.2	-2.6%	-2.5%	4.9%	5.0%	-0.2%	1.4%	2.1%	i
28	C=C(C)C1CC=C(C)/C(=N\NC(=O)CNc2ccccc2OC)C1 (stereo not drawn)	33.5	16.4	0.9%	-22.0%	4.7%	x	-0.4%	3.3%	-1.4%	i
29	CCOc1ccc(-c2cn(-c3cccc(SC)c3)c(=O)[nH]2)cc1	-14.4	-13.6	3.3%	1.0%	9.5%	-13.0%	-0.3%	0.1%	1.3%	i
30	CCc1ccc(-c2nc(CN3CCC(C(=O)N4CCN(c5ccccc5)CC4)CC3)c(C)o2)cc1	66.1*	50.7*	-0.5%	-6.4%	-2.3%	11.6%	16.1%	20.1%	-0.7%	i
31	CS(=O)(=O)Nc1nc2n(n1)C(c1ccc(F)cc1)CC(c1ccccc1)N2 (stereo not drawn)	x	x	0.9%[50 µM]	x	9.6%	0.8%	0.1%	0.1%	x	i
32	CCC(C)NC(=S)N1CCN(C(c2ccccc2)c2ccccc2)CC1 (stereo not drawn)	69.2*	37.9*	11.3%	-3.1%	0.1%	-5.2%	-1.8%	u	0.3%	i
33	O=C(Nc1ccc(C#Cc2ccccc2)cc1)C1CC1	2.3	-5.4	0.2%	-1.3%	4.5%	-0.7%	u	7.09µM*	1.9%	i
34	CCOC(=O)C(=O)N1CCN(CC)CC1	-2.8	-25.1	-1.2%	-4.2%	21.3%	-0.7%	-0.7%	1.9%	-4.6%	i
35	CC(C)CCn1nnnc1C(c1ccccc1)N1CCN(C)CC1 (stereo not drawn)	-5.8	1.7	6.6%	-3.3%	1.9%	-8.8%	0.1%	0.1%	4.4%	i
36	S=c1[nH]nc(-c2ccccn2)n1/N=C/c1c(Cl)cccc1Cl	x	x	-0.9%	x	24.9%	4.6%	-0.3%	x	x	i
37	COc1cccc(/C=N/NC(=O)c2[nH]nc3c2CCc2ccccc2-3)c1O	-0.4	4.2	-0.6%	-7.3%	-4.3%	-18.4%	u	0.8%	-2.7%	i
38	CC1(C)CC(N(Cc2ccc(F)cc2)C(=O)c2ccc(F)cc2)CCO1 (stereo not drawn)	x	x	-0.5%[50 µM]	x	6.5%	0.8%	-0.2%	-0.5%	x	i
39	O=C(O)c1oc2ccccc2c1CSCc1ccccc1	13.3	12.2	0.1%	-5.6%	-8.2%	-2.2%	0.3%	0.5%	1.5%	i
40	CCCCNC(=O)c1cn(C)c2ccc(S(=O)(=O)N3CCCC3)cc2c1=O	x	x	0.3%	x	9.2%	8.3%	0.3%	1.2%	x	x
41	Cc1nc2ccc(F)cc2cc1C(=O)NCC1CCCO1 (stereo not drawn)	-11.2	1.8	-0.2%	-0.5%	3.6%	-1.1%	0.1%	x	-2.5%	i
42	OCCC1CN(Cc2c(O)ccc3ccccc23)CCN1CCc1ccccc1 (stereo not drawn)	24.7	-8.5	-0.7%	-4.7%	4.5%	14.7%	0.0%	-1.2%	3.7%	i
43	Cn1nnnc1Sc1c(Cl)cccc1[N+](=O)[O-]	11.6	1.0	0.3%	2.6%	7.7%	-8.2%	-0.6%	3.7%	-1.5%	i
44	CC(C)c1ccc(C(C(=O)NC(C)(C)C)N(C(=O)CNC(=O)c2ccco2)c2cccnc2)cc1 (stereo not drawn)	-12.3	4.1	0.9%	-7.7%	2.0%	-5.3%	-0.4%	0.4%	-2.1%	i
45	CCOC(=O)CNC(=O)c1c(C)nn(C)c1Cl	-0.8	9.2	4.2%	2.9%	2.3%	-3.7%	-0.5%	-0.1%	-0.4%	i
46	O=C(NCCN1CCN(c2ccccc2)CC1)c1cccc(Cl)c1	x	x	-0.1%	x	5.1%	-4.6%	-0.2%	-2.0%	x	x
47	CCCCC(=O)Oc1cc(C)[nH]c(=O)c1[N+](=O)[O-]	-5.1	-4.9	0.3%	-15.1%	16.7%	0.0%	x	-0.3%	-1.6%	x
48	CCCCOC(=O)n1ccc(C(=O)Nc2ccccc2OC)n1	4.4	10.9	2.2%	1.3%	10.2%	-4.0%	-0.7%	1.1%	1.0%	i
49	O=CNCC(=O)NC1CCCCCC1	-4.9	-6.2	2.8%	-6.3%	3.0%	-2.1%	-0.1%	0.0%	-0.5%	i
50	Cc1ccc(OCC(=O)OC(C)CN(C)Cc2ccccc2)cc1 (stereo not drawn)	-4.0	-13.6	0.4%	-3.5%	1.7%	-7.1%	-0.5%	-0.3%	-0.4%	i
51	COc1cccc(NC(=O)c2ccc(S(=O)(=O)NCc3cccnc3)cc2)c1	x	x	0.1%	x	3.6%	1.7%	-0.8%	7.6%	x	x
52	CCCCCCSc1ccc([C@H]2N[C@@](Cc3ccccc3)(C(=O)OC)[C@H]3C(=O)N(C)C(=O)[C@@H]23)cc1OC	x	x	1.1%	x	6.5%	-11.2%	x	1.6%	x	x
53	CN(/N=C/c1ccc2c(c1)OCO2)c1nc(N2CCOCC2)nc(N2CCOCC2)n1	13.6	2.3	0.3%	-3.7%	-3.0%	-7.4%	-0.9%	3.1%	0.9%	i
54	Cc1cc(OCC(=O)Nc2ccc(CCO)cc2)c2c(C)c(C)c(=O)oc2c1	x	x	0.2%	x	5.4%	3.5%	-0.4%	0.8%	x	x

Compound activity (PubChem BioAssay)
